EPAC1 antag: blocks human EPAC1 exchange factor | EPAC1 GEF assay, Rap1b-BODIPY-GDP exchange fluorescence | Potency, µM (series often up to 115 µM), for inactives: at the top dose activity change, negative = inhibition, usual class: inhibitors | 360,000 tested, 0.14% active;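 also: potency is read from the fitted curve at half-maximal effect; plate controls were vehicle for no effect and positive control for full effect; nearly all actives have a fitted effect of over 50% in size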
PI5P4Ka inh: blocks human PI5P4K alpha kinase activity | 330,000 tested, 1.2% active | PI5P4Kalpha enzyme, ADP-Glo luminescence, 60 min; hits give low values | P48426 | max response, %; active = max response of -50% or lower; inconclusive = between -30% and -50%; inactive = -30% or higher; also: value at the top dose of about 77 µM; % is scaled to controls: 0 for no effect and ±100 for the full control effect
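Controls without substrate or without enzyme flank wells where PI5P4Kalpha converts substrate using 5 microM ATP (final). Incubation lasts 60 minutes at room temperature; ADP formed is read by ADP-Glo luminescence.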
CCT modulator: changes cytosolic chaperonin activity. 360,000 tested, 0.3% active. activity change, % (concentration not given with the values), hits read low. purified chaperonin ATPase assay, HTRF ADP detection, 30 min; in the data active = activity change below about -30%; also: % is scaled to controls: 0 for no effect and ±100 for the full control effect
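ATPase activity: ADP formed was measured by HTRF Transcreener (665/615 nm ratio) after 30 min at 37 deg C with 10 uM ATP. Compounds screened at one 76 uM concentration against 40 or 20 nM TRiC in Tris pH 7.4/KCl/MgCl2/DTT buffer.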
PLK1 PBD inh: blocks phosphopeptide binding to human PLK1 polo-box domain; P53350; Plk1 PBD binding of FITC phosphopeptide, fluorescence polarization; Potency, µM, for inactives: max response, negative = inhibition, most hits filed as inhibitors; 360,000 tested, 2.8% active; also: potency is read from the fitted curve at half-maximal effect; series mostly up to about 57 µM; % is scaled to controls: 0 for no effect and ±100 for the full control effect; nearly all actives have a fitted effect of over 65% in size
EPAC1 ag: EPAC1 (human) agonism | O95398 | Potency, µM (series often up to 154 µM), for inactives: at the top dose activation, hits mostly activators | EPAC1 agonist qHTS, biochemical assay; response scale: 100% = response to 6.5 mM cAMP | 360,000 tested, 0.073% active; also: potency is read from the fitted curve at half-maximal effect; nearly all actives have a fitted effect of over 60% in size
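EPAC1 100 nM, Rap1B–BODIPY-GDP 250 nM, unlabeled GDP 50 uM; compound titration; 5 min RT; kinetic read ex480/em540 at 5-min intervals ×30 min; data normalized to 6.5 mM cAMP agonist control.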
EPAC2 agonist: agonists of human EPAC2 (RAPGEF4); 360,000 tested, 0.079% active; EPAC2 activation, biochemical qHTS; response scale: 100% = 6.5 mM cAMP response; Q8WZA2; Potency, µM (doses to about 154 µM), without a hit: top-dose activation, usual class: activators; also: potency is read from the fitted curve at half-maximal effect; nearly all actives have a fitted effect of over 50% in size
Target sequence (Q8WZA2 whole entry, looked up): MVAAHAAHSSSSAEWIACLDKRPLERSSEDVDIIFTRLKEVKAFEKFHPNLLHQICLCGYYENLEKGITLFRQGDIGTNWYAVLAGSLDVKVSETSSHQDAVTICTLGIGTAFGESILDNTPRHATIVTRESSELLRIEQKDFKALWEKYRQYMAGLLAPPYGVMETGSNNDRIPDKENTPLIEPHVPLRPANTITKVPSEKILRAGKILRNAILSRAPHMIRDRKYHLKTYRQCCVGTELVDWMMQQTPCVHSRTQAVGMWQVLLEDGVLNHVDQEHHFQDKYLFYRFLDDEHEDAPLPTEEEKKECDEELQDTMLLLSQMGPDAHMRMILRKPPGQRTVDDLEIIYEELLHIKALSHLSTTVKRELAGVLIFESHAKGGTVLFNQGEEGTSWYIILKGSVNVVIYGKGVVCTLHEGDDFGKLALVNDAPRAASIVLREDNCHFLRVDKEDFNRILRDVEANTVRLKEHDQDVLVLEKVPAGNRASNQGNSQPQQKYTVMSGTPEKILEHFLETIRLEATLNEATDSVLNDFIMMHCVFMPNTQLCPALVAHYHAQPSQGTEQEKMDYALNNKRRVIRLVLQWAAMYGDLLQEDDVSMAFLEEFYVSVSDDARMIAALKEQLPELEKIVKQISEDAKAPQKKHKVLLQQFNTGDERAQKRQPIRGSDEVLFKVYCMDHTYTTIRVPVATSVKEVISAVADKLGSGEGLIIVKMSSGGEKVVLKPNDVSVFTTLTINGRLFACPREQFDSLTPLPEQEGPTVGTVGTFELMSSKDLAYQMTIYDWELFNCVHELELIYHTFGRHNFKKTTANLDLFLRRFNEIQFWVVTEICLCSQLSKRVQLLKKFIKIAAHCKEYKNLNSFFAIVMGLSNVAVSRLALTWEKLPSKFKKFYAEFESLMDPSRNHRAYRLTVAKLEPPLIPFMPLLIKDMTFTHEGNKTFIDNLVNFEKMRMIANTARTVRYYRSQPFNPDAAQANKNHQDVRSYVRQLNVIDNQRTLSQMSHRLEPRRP
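Each well held 100 nM EPAC2, 250 nM RAP1B-BODIPY-GDP and 50 uM GDP. Fluorescence, read at 5-min intervals to 30 min, was referenced to a 6.5 mM cAMP positive control.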
IL2 activator: IL-2 activation | IL-2 activation reporter assay, cell-based qHTS; stimulated with anti-CD3/CD4/CD28 beads; in transgenic mouse T cells | activation, % (series mostly up to about 46 µM) | 360,000 tested, 0.065% active | AID 652025; in the data active = activation above about 50%; inconclusive = mostly about 30% to 49%; also: 0% is about no effect
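First, unstimulated transgenic mouse T cells were exposed to compound for 60 min. Next, anti-CD3/anti-CD4-coated beads with anti-CD28 were added. Finally, after 18 h at 37 degrees C, EGFP and DsRed were imaged.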
WRN helicase inh: inhibitors of human WRN helicase; WRN helicase unwinding, fluorescent forked duplex, kinetic; Potency, µM (titrated, usually from 114 µM), for inactives: at the highest dose activity change, negative = inhibition, usual class: inhibitors; 360,000 tested, 0.46% active; also: potency is read from the fitted curve at half-maximal effect; % is scaled to controls: 0 for no effect and ±100 for the full control effect; nearly all actives have a fitted effect of over 55% in size
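Kinetic red-fluorescence monitoring (525/598 nm) tracks WRN helicase activity after 100 nM fluorophore-quencher forked duplex and 2 mM ATP are added to 20 nM enzyme pretreated 15 min at room temperature with compound.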
An asterisk follows results filed as active; ? = inconclusive; . = no result given; [ ] = another dose, or the depositor's remark. Unless noted, calls follow the shape of the dose curve; as a rule, active = well fitted curve in the direction sought with a large enough effect; inconclusive = small, poorly fitted or top-dose-only effect, or another doubt; inactive = no such curve, though single readings can be large; an effect the other way counts as inactive or inconclusive.

Structure	EPAC1 antag	PI5P4Ka inh	CCT modulator	PLK1 PBD inh	EPAC1 ag	EPAC2 agonist	IL2 activator	WRN helicase inh
CN(CC(O)COc1ccccc1F)C1CCCCC1 (configuration not stated)	8%	4	3.9	-4%	1%	-1%	0.0	6%
O=C(/C=C/c1cccs1)Nc1cccc(NC(=O)/C=C/c2cccs2)n1	20%	-24	-4.2	4%	7%	-2%	-0.2	-15%
CC(=O)Nc1cccc(CP(=O)(c2ccccc2)c2ccccc2)c1	-7%	-5	-7.4	-10%	-2%	12%	1.5	-30%
CCN(CC(=O)Nc1cc(Cl)ccc1C)C(=O)CSCc1ccccc1	-10%	0	-3.7	-5%	-5%	6%	-0.1	2%
Nc1c(N(Cc2ccco2)C(=O)c2cccc(Cl)c2)c(=O)[nH]c(=O)n1Cc1ccccc1	-13%	-5	-2.5	-17%	3%	6%	-0.6	-3%
O=[N+]([O-])c1ccc(SNc2ccccc2)c([N+](=O)[O-])c1	?	-7	-3.1	-14%	9%	25%	-6.1	?
Cc1ccc(N2CC(C(=O)OCC(=O)Nc3ccc(Cl)cc3)CC2=O)cc1 (configuration not stated)	-22%	16	-1.0	-6%	-7%	16%	1.5	-13%
Cn1c(=O)c2c(ncn2CCN(CCO)Cc2ccccc2)n(C)c1=O	11%	1	-1.4	-7%	-2%	0%	-0.1	1%
Cc1cc(C)cc(-n2c(SCC(=O)Nc3cccc(S(=O)(=O)NC4=NCCCCC4)c3)nc3ccccc3c2=O)c1	-1%	0	-9.8	-2%	-4%	16%	4.0	-19%[57.1 µM]
O=C(OCC(=O)N(CCc1ccccc1)Cc1ccccc1)c1cccc(O)c1	-8%	8	-3.1	-10%	11%	23%	1.6	-1%
CC(=O)N[C@@H](Cc1c[nH]c2ccccc12)C(=O)OCC(=O)NCc1ccc2c(c1)OCO2	2%	-3	-0.3	-4%	13%	0%	-2.3	-5%
CC1CC(C)CN(C(=O)CSCC(=O)O)C1 (configuration not stated)	3%	0	-1.6	-26%	8%	2%	-3.0	-3%
c1csc(-c2cn3ccc4ccccc4c3n2)c1	?	0	1.1	-8%	6%	11%	-0.8	-11%
Cc1cccc2cc(C(c3nnnn3CC3CCCO3)N3CCOCC3)c(=O)[nH]c12 (configuration not stated)	10%	-1	-4.3	-4%	-4%	0%	0.7	5%
COc1ccc(S(=O)(=O)Nc2cccc(F)c2)cc1C	-12%	5	-0.8	-11%	-2%	13%	-0.1	6%

Next compounds follow.
Structure	EPAC1 antag	PI5P4Ka inh	CCT modulator	PLK1 PBD inh	EPAC1 ag	EPAC2 agonist	IL2 activator	WRN helicase inh
CC(Oc1ccc(Cl)cc1Cl)C(=O)N/N=C1\CCCc2ccccc21 (configuration not stated)	9%	.	-2.3	0%	7%	-5%	-2.8	3%
O=C(COc1coc(CN2CCc3ccccc3C2)cc1=O)Nc1ccc([N+](=O)[O-])cc1	3%	-22	-1.6	-11%	7%	4%	-3.7	-4%
Cc1ccc(S(=O)(=O)NCCC(=O)Oc2ccc3ccc(=O)oc3c2)cc1	0%	2	-1.3	-21%	7%	17%	-2.6	-12%
O=[N+]([O-])c1cccc(CNC2CCCCCC2)c1	-14%	-8	2.1	-9%	6%	9%	-0.5	10%
CCCn1c(-c2ccc(F)cc2)n[nH]c1=S	-5%	.	-1.3	-6%	-1%	-5%	1.4	7%
CCCCN(C(C)=O)c1c(CC)nc2ccc(C(=O)NCCOc3ccc(OC)cc3)cn12	-19%	0	-1.3	2%	-3%	2%	-0.5	0%
COc1cc(NC(=O)c2cccc(F)c2)cc(OC)c1OC	-22%	-2	-1.6	-8%	1%	2%	-4.9	-9%
CCOC(=O)C1=C[C@@H](C(C)C)N(S(=O)(=O)c2ccc(C)cc2)[C@H]1c1ccccc1F	-18%	14	1.5	-2%	1%	14%	0.5	-11%
Cc1ccsc1C(=O)NNC(=O)COc1ccccc1Cl	-14%	2	-7.6	3%	8%	2%	0.4	4%
CCCCn1c(CCCNC(=O)c2ccco2)nc2ccccc21	2%	2	-6.1	-6%	-4%	7%	-1.6	0%
CCN(CC)S(=O)(=O)c1ccc(Cl)c(NC(=O)CCCCl)c1	-24%	-1	-2.0	-12%	3%	1%	-2.9	-5%
CCCN1C(=O)C2(/C(=C(\O)c3ccc4c(c3)OCCO4)C(=O)C(=O)N2CCCOC)c2ccccc21 (configuration not stated)	9%	.	0.9	-1%	-2%	4%	-2.6	2%
COc1ccc(N2CCN(C(=S)Nc3ccccc3OC)CC2)cc1	-23%	-4	1.8	-5%	4%	-5%	-0.2	7%
Cc1ccc(C(=O)N(C)CCOc2ccccc2)cc1S(=O)(=O)N1CCCCC1	-10%	0	-4.1	-3%	-5%	2%	0.5	-5%
CCC(C)[C@H]1CNCCN1CCc1cc(C(F)(F)F)cc(C(F)(F)F)c1 (some centres not stated)	-22%	4	-2.9	-5%	12%	-15%	-0.9	2%

The closing two entries of the part above are carried over, then new ones follow.
Structure	EPAC1 antag	PI5P4Ka inh	CCT modulator	PLK1 PBD inh	EPAC1 ag	EPAC2 agonist	IL2 activator	WRN helicase inh
Cc1ccc(C(=O)N(C)CCOc2ccccc2)cc1S(=O)(=O)N1CCCCC1	-10%	0	-4.1	-3%	-5%	2%	0.5	-5%
CCC(C)[C@H]1CNCCN1CCc1cc(C(F)(F)F)cc(C(F)(F)F)c1 (some centres not stated)	-22%	4	-2.9	-5%	12%	-15%	-0.9	2%
O=C(C1CCN(S(=O)(=O)Cc2ccccc2)CC1)N1CCN(c2ncccn2)CC1	-1%	-8	-14	0%	-7%	-3%	-3.2	2%[57.1 µM]
CCN1CCN(C(C)C(=O)NC2CCCCC2)CC1 (configuration not stated)	0%	1	-1.7	-8%	4%	11%	-0.5	10%
O=C(Nc1ccccc1)Nc1cccc(Cl)c1	-8%	.	-5.8	-2%	-1%	-12%	-2.6	3%
N=c1c2c(ncn1Cc1ccco1)Oc1ccc3ccccc3c1C2c1ccccc1 (configuration not stated)	-13%	-21	-2.8	2%	16%	20%	6.0	-21%
CSc1ccc(CNC(=O)C2Cc3cc(S(=O)(=O)N4CCCC4)ccc3N2C(C)=O)cc1 (configuration not stated)	17%	-5	0.1	4%	-1%	2%	-2.6	-3%
O=C1CSC(c2cccnc2)N1c1ccc(Cl)cc1 (configuration not stated)	7%	-3	2.8	-11%	3%	-3%	2.3	5%
CC1CCCCC1NC(=O)CN1CCN(Cc2ccccc2Cl)C1=O (configuration not stated)	-13%	8	-0.2	-8%	5%	13%	0.9	-30%[57.1 µM]
Cc1ccc(-c2cc(C(=O)N/N=C/C=C/c3ccco3)c3ccccc3n2)cc1C	-1%	-10	-1.7	-10%	1%	12%	-2.9	1%
O=C(Nc1ccc(Cl)cc1)c1cnc(-c2ccccc2)nc1-c1ccccc1	-2%	3	-1.6	1%	9%	2%	-1.2	8%
Cc1nn(C)cc1/C=C(/C#N)C(N)=O	-19%	1	-0.2	-6%	4%	10%	-3.0	-17%
COc1cc(NS(=O)(=O)c2c(C)oc3c(F)c(F)c(F)c(F)c23)cc(OC)c1OC	-6%	-1	-0.9	-1%	-8%	-2%	-2.8	5%
FC(F)(F)c1cccc(Sc2nc(-c3ccccc3)nnc2C(F)(F)F)c1	-7%	2	-1.8	-21%	7%	13%	3.9	-19%
COc1ccc(C(=O)C2CCCN(Cc3ccc(NC(C)=O)cc3)C2)cc1OC (configuration not stated)	9%	3	2.0	-4%	-2%	-1%	0.1	3%
COc1cc(OC)cc(C(=O)N[C@H](C(=O)OCC(=O)Nc2cccnc2Cl)C(C)C)c1	-20%	-7	0.5	-14%	1%	11%	-0.1	-3%
Cc1cc(C(=O)CSc2nc3ccccc3[nH]2)c(C)n1CC1CCCO1 (configuration not stated)	-15%	-2	0.2	-6%	-2%	-1%	-0.6	4%

Next section
Structure	EPAC1 antag	PI5P4Ka inh	CCT modulator	PLK1 PBD inh	EPAC1 ag	EPAC2 agonist	IL2 activator	WRN helicase inh
O=C(COc1ccccc1F)NC12CC3CC(CC(C3)C1)C2	?	0	-1.3	30µM*	3%	7%	-0.2	-3%
COC(=O)c1cc2cc(Cl)ccc2nc1SC	-8%	5	1.5	-9%	1%	5%	3.0	-5%
CC(=O)Nc1ccc(S(=O)(=O)NC2(C(F)(F)F)C(=O)Nc3c2c(=O)n(C)c(=O)n3C)cc1 (configuration not stated)	4%	.	-2.1	-4%	-6%	10%	-2.4	-2%
O=C(Nc1cccc2ccccc12)N1CCOCC1	2%	.	-3.1	-7%	-3%	4%	-2.2	6%
Cc1ccc(C)c(S(=O)(=O)N2CCN(c3ncccn3)CC2)c1	-5%	-2	-0.1	-7%	-6%	3%	0.3	9%[57.1 µM]
COc1ccc2c(c1)N1CCN=C1N2C	2%	5	1.1	-5%	6%	-4%	-0.3	-3%
Cc1ccc(C(=O)O/N=C/c2c(C(F)(F)F)nn(C)c2Sc2ccc(Cl)cc2)cc1	-2%	19	0.2	0%	6%	-12%	-0.3	-4%
O=C(NCCS(=O)CCNC(=O)C(F)(F)F)C(F)(F)F	3%	-2	-1.7	-7%	1%	0%	-0.3	5%
COc1ccccc1C(CNC(=O)CNC(=O)c1cccc(Cl)c1)N1CCCC1 (configuration not stated)	10%	0	-1.2	0%	11%	3%	-3.0	7%
O=S(=O)(c1cccc2c(S(=O)(=O)N3CCCC3)cccc12)N1CCCC1	-5%	-4	0.0	-3%	-6%	-12%	-0.4	3%
CC1(C)CCN2CCC(C)(C)c3c(O)ccc1c32	36%[activator]	-54*	-0.4	-12%	19%	10%	-0.8	?
Cc1ccc(S(=O)(=O)NCC(=O)OCC(=O)NC2CCCCC2)cc1	-4%	-3	0.1	-3%	-4%	-7%	-5.2	-5%
COc1ccc(/C=N/Nc2ncnc3scc(-c4ccccc4)c23)cc1OC	-1%	.	0.1	-9%	19%	-14%	-3.2	-19%
COc1ccc(NC(=O)CS(=O)CC(=O)Nc2ccc(-n3cnnn3)c(C)c2)cc1 (configuration not stated)	4%	3	-2.4	-2%	-4%	7%	-0.2	2%
COc1ccc(Cl)cc1C(=O)OCC(=O)N(CC(C)C)c1c(N)n(Cc2ccccc2)c(=O)[nH]c1=O	4%	3	-2.1	-4%	3%	-4%	1.1	2%
CCN(CC)CCCNC(=O)C1c2ccccc2C(=O)N1Cc1ccc(C)cc1 (configuration not stated)	-1%	.	-1.1	-7%	-2%	5%	-1.4	0%
Cc1ccc(NC(=O)C2CCN(S(=O)(=O)c3cccc4cccnc34)CC2)nc1	-3%	-1	3.0	3%	0%	-3%	0.9	5%

Only part of the results is shown. The share of hits here may be higher or lower than overall.
